APJ ag: APJ receptor agonism. CHO-K1 APJ PathHunter beta-arrestin, luminescence; 0% DMSO wells, 100% apelin. activation, % at 20 µM. actives 0.11% (n = 330,000). P35414;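 active = activation more than six SD over the plate average, tested at 20 µM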;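 note: 0% = DMSO alone and 100% = apelin-13 at 10 nM; some results filed as inactive read as strong as hits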
Target sequence (P35414 whole entry, looked up): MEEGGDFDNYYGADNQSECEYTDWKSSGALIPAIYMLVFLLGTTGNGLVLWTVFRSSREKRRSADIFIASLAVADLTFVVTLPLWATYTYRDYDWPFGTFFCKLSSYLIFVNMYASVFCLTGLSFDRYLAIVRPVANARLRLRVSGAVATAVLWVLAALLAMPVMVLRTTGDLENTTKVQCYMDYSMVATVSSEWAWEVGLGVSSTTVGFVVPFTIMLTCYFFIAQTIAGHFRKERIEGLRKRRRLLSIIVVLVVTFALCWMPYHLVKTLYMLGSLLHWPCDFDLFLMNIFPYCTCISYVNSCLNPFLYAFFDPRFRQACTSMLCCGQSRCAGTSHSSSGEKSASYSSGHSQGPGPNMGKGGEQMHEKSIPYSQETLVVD
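Assay system – PathHunter CHO-K1 APJ (AGTRL-1) beta-arrestin reporter cells · Compound – one dose, 20 µM compound, 1% DMSO · Timing – compound 90 min 25 °C, reagent 1 h · Measured by – luminescence from split beta-galactosidase complementation, Galacton Star/Emerald II substrate · Measure – beta-arrestin recruitment to APJ as agonist activity, luminescent signal · Benchmarks – DMSO vs Apelin-13 10 nM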
CCR6 antagonist: CCR6 (human) receptor antagonism | inhibition, % at 20 µM | CHO-K1 CCR6 PathHunter beta-arrestin, luminescence, CCL20-stimulated | P51684 | actives 0.49% (n = 340,000);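 active = compounds whose inhibition of the agonist-driven luminescence signal at 20 µM reaches about 50%, limit read from the data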;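 note: cells stimulated with CCL20 at 14 nM final; plate controls were DMSO with CCL20 for no effect and DMSO without agonist for full effect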
Target sequence (P51684 whole entry, looked up): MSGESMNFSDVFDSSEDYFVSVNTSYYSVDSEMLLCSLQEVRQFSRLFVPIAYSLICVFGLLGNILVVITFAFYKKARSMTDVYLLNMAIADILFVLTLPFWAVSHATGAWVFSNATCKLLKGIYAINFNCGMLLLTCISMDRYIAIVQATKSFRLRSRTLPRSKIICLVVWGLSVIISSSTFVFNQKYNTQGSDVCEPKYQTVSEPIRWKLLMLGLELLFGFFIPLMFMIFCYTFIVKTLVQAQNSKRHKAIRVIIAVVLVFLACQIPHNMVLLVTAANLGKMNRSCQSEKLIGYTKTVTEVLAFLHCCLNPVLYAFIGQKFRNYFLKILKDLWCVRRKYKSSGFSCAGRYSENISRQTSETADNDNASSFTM
Mdm2-MdmX inh: inhibitors of human Mdm2/MdmX interaction; actives 3% (n = 330,000); AID 485346; inhibition, % at 8 µM; SaOS-2 split-luciferase Mdm2/MdmX complementation, luminescence; O15151+Q00987;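 active = inhibition of at least 50% at 8 µM in the primary screen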
APJ antagonist: antagonists of human APJ apelin receptor; actives 0.32% (n = 330,000); inhibition, % at 20 µM; P35414; CHO-K1 APJ beta-arrestin complementation, luminescence;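 active = inhibition above about 40% at 20 µM, limit read from the data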;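 note: cells challenged with 10 nM apelin-13 agonist together with compound; plate controls were apelin-13 plus DMSO wells for no effect and DMSO wells lacking apelin-13 for full effect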
EBI2 block: antagonists of human EBI2 receptor; P32249; EBI2 beta-arrestin recruitment, luminescence, 7a,25-OHC stimulated; inhibition, % at 5 µM; actives 0.81% (n = 360,000); in the data active = inhibition above about 38%;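 note: enzyme fragment complementation signal reports receptor beta-arrestin coupling in cells; 0% = agonist plus DMSO wells and 100% = wells without agonist; some results beyond the cut were filed as inactive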
tim23-1 inh: inhibits growth of tim23-1 mutant yeast | actives 1.3% (n = 330,000) | S. cerevisiae tim23-1 growth, BacTiter-Glo luminescence, 24 h | inhibition, % at 20 µM;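 active = growth inhibition of the mutant yeast at or above 50%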;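 note: temperature-sensitive mutant grown at 25 °C; plate controls were DMSO-treated mutant yeast for no effect and medium wells lacking yeast for full effect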
CXCR6 inh: inhibitors of human CXCR6 receptor; CHO-K1 PathHunter CXCR6 beta-arrestin, luminescence; inhibition, % at 20 µM; actives 0.36% (n = 360,000); AID 602244; in the data active = inhibition above about 34%, passing the limit was not always enough;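 note: antagonist mode with CXCL16 agonist at 10 nM final; 0% = 10 nM CXCL16 with DMSO and 100% = unstimulated wells without agonist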
Target sequence (O00574 whole entry, looked up): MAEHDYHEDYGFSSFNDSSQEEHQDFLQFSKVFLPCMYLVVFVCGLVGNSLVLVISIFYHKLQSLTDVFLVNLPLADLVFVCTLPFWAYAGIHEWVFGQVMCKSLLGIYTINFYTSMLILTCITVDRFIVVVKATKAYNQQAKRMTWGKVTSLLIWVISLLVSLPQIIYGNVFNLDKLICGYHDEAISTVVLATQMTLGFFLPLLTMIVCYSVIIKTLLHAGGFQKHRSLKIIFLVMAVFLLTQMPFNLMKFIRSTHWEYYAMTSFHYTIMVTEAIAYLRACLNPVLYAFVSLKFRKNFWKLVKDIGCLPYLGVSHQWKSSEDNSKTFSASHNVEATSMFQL
UPR CHOP act: apoptotic UPR (CHOP) activation; actives 0.34% (n = 330,000); activation, % at 10 µM; AID 449763; CHO-CHOP luciferase reporter, luminescence; percent of tunicamycin response over DMSO baseline;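 active = at 10 µM dose, activation of 40% or more, normalized to positive control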;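 note: 100% = tunicamycin at 10 µg/mL and 0% = DMSO alone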
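Test system: CHO-CHOP cells, stable luciferase reporter of PERK-eIF2a-CHOP signalling | Quantity: 500 CHO-CHOP cells per well | Buffer or medium: F12 plus 10% serum | Compound dosing: 10 µM single point, 0.5% DMSO | Schedule: 6 h compound treatment, 37 °C | Signal: Luciferase luminescence | Control set: Tunicamycin high control, DMSO low control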
XBP1 UPR activ: activators of adaptive arm of unfolded protein response (XBP1); actives 0.33% (n = 330,000); CHO-XBP1 luciferase reporter, IRE1-XBP1 UPR activation, luminescence; percent of tunicamycin response, DMSO as zero; activation, % at 20 µM;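 active = versus positive control, 20 µM dose yields 30% or more activation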;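 note: 100% = tunicamycin at 10 µg/mL and 0% = DMSO only wells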
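Material: CHO-XBP1 cells stably carrying IRE1-XBP1-driven luciferase reporter | Medium: F12 with 10% serum | Compound dosing: 20 µM single concentration, DMSO 1% | Incubation: Overnight seeding at 37 °C, 6 h compound treatment at 37 °C | Detection: Steady-Glo luminescence read | Read-out basis: % activation of reporter signal versus tunicamycin and DMSO controls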
* = called active by the depositor; / = not tested or not shown. These rows are one share of the data, so the mix of outcomes need not match the whole.

SMILES | APJ ag | CCR6 antagonist | Mdm2-MdmX inh | APJ antagonist | EBI2 block | tim23-1 inh | CXCR6 inh | UPR CHOP act | XBP1 UPR activ
COC1CCCN(C(=O)c2ccc(OC3CCN(CCc4ccccc4)CC3)cc2)C1 (stereo not given) | 2 | 9 | -10 | 6 | -5 | 17 | -6 | -1.6 | 0
CCCCOc1cc(C)nc(NCc2ccccc2)n1 | -4 | 13 | -18 | 8 | 22 | 10 | -2 | -1.4 | -4
CC(=O)Nc1ccc(S(=O)(=O)NC2CCS(=O)(=O)C2)cc1Cl (stereo not given) | -3 | -3 | -7 | 19 | 0 | 4 | 8 | 0.0 | 0
O=C(Nc1ccccc1C(F)(F)F)N1CCCC1c1cccnc1 (stereo not given) | -1 | 6 | 17 | -7 | -14 | -2 | -4 | 1.2 | 1
COCC1CCN(C(=O)C2CCC(=O)N(CCc3ccc(Cl)cc3)C2)CC1 (stereo not given) | -1 | 1 | 14 | 14 | 21 | 4 | -4 | 0.3 | -3
CCOc1ccccc1-n1c(SCC(=O)NC2CCCC2)nnc1-c1ccoc1C | -2 | 15 | -16 | 11 | 11 | -7 | 14 | 1.4 | -1
CCCCn1c(N)c(N(CC(C)C)C(=O)c2cc(-c3ccc(F)cc3)nc3ccccc23)c(=O)[nH]c1=O | 1 | 14 | 23 | 20 | -27 | -9 | 5 | 0.4 | -5
Cc1ccc(S(=O)(=O)N(C)C)cc1NC(=O)C1CCCN(C(=O)c2ccc(Cl)cc2)C1 (stereo not given) | 10 | 16 | -11 | 10 | 10 | 15 | 3 | -0.4 | -2
CCCCCCCC1CC(CSC(=N)N)OC1=O (stereo not given) | -3 | 12 | 8 | -2 | -2 | -1 | -4 | -1.0 | 4
Cc1noc(/C=C/N(C)C)c1S(=O)(=O)N1CCC(C(=O)NC(C)(C)C)CC1 | -5 | -3 | 21 | -22 | 2 | 2 | 6 | 0.7 | -1
CN(C)S(=O)(=O)Nc1ccc(C(=O)O)cc1 | -1 | 1 | 15 | 6 | 3 | -3 | -1 | 1.4 | -1
CCCC[C@@H]1C=C(C(=O)O)[C@H](c2ccc3c(c2)OCO3)N1S(=O)(=O)c1ccc(C)cc1 | -4 | 8 | 10 | 2 | -2 | -2 | 5 | -0.8 | -1
CCOc1ccc(CC2CCC(=O)NC2=O)cc1 (stereo not given) | -3 | -10 | -3 | -2 | 5 | 12 | 1 | -0.3 | -1
O=C(Nc1cccn(Cc2c(Cl)cccc2Cl)c1=O)c1ccc(Cl)cc1 | -2 | 11 | 9 | 24 | 22 | 11 | 2 | 3.8 | 2
CCCS(=O)(=O)N1CCN(C(=O)c2cccc(OC)c2)CC1 | -1 | -6 | 13 | 6 | 2 | 2 | -1 | -0.7 | -1
CCOC(=O)c1ccc(NC(=O)CSc2ccc(-c3cccnc3)nn2)cc1 | 1 | 3 | -11 | -19 | -5 | 14 | -5 | 1.3 | -3
CCN(CC)CCCN1C=C2C(=O)C(C)(OC(=O)CCC(=O)OC)C(=O)C(Br)=C2C=C1c1ccc(OC)cc1 (stereo not given) | 14 | 8 | 2 | -49 | -20 | 4 | -15 | 0.0 | 0
CN(CC(=O)Nc1ccccc1Cl)C(=O)COC(=O)/C=C/c1cccs1 | -2 | 8 | 14 | -1 | -1 | 12 | -1 | 1.5 | -2
C=CCn1c(CCCNC(=O)c2ccccc2OC)nc2ccccc21 | -2 | 3 | -17 | 11 | 4 | 7 | -16 | 2.1 | -2
O=C(NC(NC(=S)Nc1ccc(Cl)c(Cl)c1)C(Cl)(Cl)Cl)c1ccco1 (stereo not given) | -5 | 20 | 59* | 14 | -2 | 6 | 9 | 0.2 | 6
CCCN1CCc2c(sc(NC(=O)c3ccc(S(=O)(=O)N4CCCC4)cc3)c2C(N)=O)C1 | 3 | 17 | 4 | 4 | -22 | -17 | -1 | 0.2 | 5
COc1ccc(/C=N/Nc2nc(C)nc(N)n2)cc1 | -2 | -7 | -7 | 13 | -4 | -4 | 6 | 8.2 | 4
O=C(CCCc1ccccc1)Nc1ccc2c(c1)OCCO2 | -2 | 7 | -160 | 2 | 2 | 2 | 6 | 2.7 | -2
C#Cc1ccc([C@@H]2C=C(C(=O)N3CCOCC3)O[C@H](OCC)[C@H]2CCCO)cc1 | 2 | -2 | -25 | -36 | -2 | 10 | -3 | 1.7 | 0
O=C(OCCN1CCOCC1)c1ccccc1 | -1 | -7 | 5 | 1 | 5 | -4 | 1 | 1.2 | -4
Remaining list, next part:
SMILES | APJ ag | CCR6 antagonist | Mdm2-MdmX inh | APJ antagonist | EBI2 block | tim23-1 inh | CXCR6 inh | UPR CHOP act | XBP1 UPR activ
COc1cc(C(=O)NC(=S)NC(C)C)cc(OC)c1OC | -2 | 11 | -33 | 1 | -11 | 19 | -8 | -2.1 | 2
NC(=S)n1[nH]c(-c2ccc([N+](=O)[O-])cc2)c(N=Nc2ccc(O)cc2)c1=O | -1 | 41 | 41 | 30 | 10 | -2 | 13 | 3.9 | 5
CC(C)(C)c1ccc(-c2nnc3sc(-c4ccncc4)nn23)cc1 | -1 | 4 | 6 | 3 | -2 | 37 | 4 | 1.1 | -3
CCCn1c(SCC(=O)Nc2nc(C)cs2)nnc1-c1cccnc1 | -1 | -1 | -5 | 5 | -9 | 9 | 0 | 1.0 | -3
CN(C)Cc1ccccc1Sc1ccccc1Br | 1 | 2 | -20 | -13 | -3 | 10 | 4 | 1.8 | -1
COC(=O)c1oc2ccccc2c1N | -2 | -13 | -20 | -2 | 3 | 16 | 5 | 0.7 | 1
CC(C)CCC(C(=O)NC(C)c1ccccc1)C(=O)NC(C)c1ccccc1 (stereo not given) | 0 | 8 | 2 | 9 | -7 | 3 | 0 | -1.2 | 0
O=C(Nc1nc2ccccc2[nH]1)c1ccc(Cl)cc1 | -1 | 49 | -8 | 12 | 14 | 9 | 11 | -5.0 | -8
COc1cc(C(=O)OCCn2c(=O)c3c(ncn3CCN(C)C)n(C)c2=O)cc(OC)c1OC | 3 | -3 | -17 | -6 | -8 | 5 | -8 | 1.8 | 0
CC(NCC(=O)Nc1ccccc1C(=O)NC1CC1)c1ccc(S(N)(=O)=O)cc1 (stereo not given) | -1 | 11 | -8 | 2 | -3 | 10 | 3 | 0.5 | -1
Cc1ccc(S(=O)(=O)c2c(N)n(Cc3ccco3)c3nc4ccccc4nc23)cc1 | -1 | 7 | 19 | 9 | 1 | 28 | 7 | 0.9 | 1
Cc1cccc(NC(=O)c2cc(-c3cc(Cl)ccc3O)n[nH]2)c1 | -4 | 3 | -44 | -7 | 3 | -10 | -12 | 6.3 | 7
COCCOC(=O)c1c(C)nc(SCC(=O)Nc2ccc(OC)cc2)c(C#N)c1-c1ccco1 | -1 | 20 | -2 | 13 | 6 | 13 | 7 | -0.2 | 0
O=C(Nc1ccccc1)Nc1ccc(F)c([N+](=O)[O-])c1 | -3 | 22 | 6 | 0 | 0 | -7 | -1 | 3.6 | -1
COc1ccc(CCNc2nc(C)cc(C)c2C#N)cc1OC | -2 | 7 | -22 | -1 | 6 | 22 | -10 | -0.6 | 7
O=C(Nc1ccc(C(F)(F)F)cc1)c1ccc(NC(=O)C2CCCO2)cc1 (stereo not given) | -3 | 8 | 30 | -4 | -7 | -17 | -4 | 0.1 | -8
O=C(COC(=O)C1(c2ccccc2)CCCC1)N1CCNC1=O | 0 | -3 | -1 | -4 | -4 | 17 | 0 | -1.3 | -1
CN1C[C@@H]2C[C@@H](C3=Cc4cc(Cl)ccc4OC3)N3CCC[C@@]23C1=O | -3 | 15 | -34 | -17 | 1 | 24 | 7 | -2.2 | -1
O=C(Nc1ccccc1)c1ccc(S(=O)(=O)N2CCCCC2)cc1 | -1 | 7 | -1 | -14 | 23 | 27 | -5 | 2.1 | 2
Cn1c(SCC(=O)NNC(=O)Nc2ccc(Cl)cc2)nnc1-c1ccccc1 | -2 | 5 | 18 | -5 | / | -5 | / | 2.5 | -2
COc1ccc(C(C)NC(=S)NC2CCCC2)cc1OC (stereo not given) | 1 | 15 | 18 | 12 | -11 | 4 | -4 | 1.2 | -1
O=C(NN=Cc1ccccc1C(=O)O)c1ccc(NS(=O)(=O)c2cccs2)cc1 | -1 | 5 | -35 | 12 | 2 | 8 | -4 | -0.7 | -1
CC(C)C(=O)N(Nc1nc2ccccc2s1)C(=O)C(C)C | -2 | 1 | -5 | -15 | 8 | 14 | 7 | -1.1 | -3
Cc1ccc(C)c(NC(=O)CSc2nc3[nH]ncc3c(=O)[nH]2)c1 | 3 | -2 | -6 | -1 | -8 | 20 | 1 | -2.2 | 2
CCc1ccc2[nH]c(=O)c(C(c3nnnn3CCOC)N3CCN(c4ccccc4)CC3)cc2c1 (stereo not given) | -2 | 1 | -5 | -5 | 6 | -13 | -1 | 1.2 | -1

Next section, starting with the last two of the part before.
SMILES | APJ ag | CCR6 antagonist | Mdm2-MdmX inh | APJ antagonist | EBI2 block | tim23-1 inh | CXCR6 inh | UPR CHOP act | XBP1 UPR activ
Cc1ccc(C)c(NC(=O)CSc2nc3[nH]ncc3c(=O)[nH]2)c1 | 3 | -2 | -6 | -1 | -8 | 20 | 1 | -2.2 | 2
CCc1ccc2[nH]c(=O)c(C(c3nnnn3CCOC)N3CCN(c4ccccc4)CC3)cc2c1 (stereo not given) | -2 | 1 | -5 | -5 | 6 | -13 | -1 | 1.2 | -1
Brc1ccc2ncnc(Nc3ccc(N4CCOCC4)cc3)c2c1 | 0 | 6 | 62* | -11 | -10 | 23 | 0 | -1.9 | -1
Cc1ccc(NC(=O)COC(=O)Cn2ccc(C(F)(F)F)n2)cc1Cl | 2 | -6 | -8 | 5 | -9 | 25 | 0 | -1.5 | 1
CCOP(=O)(CC(C(C)=O)C(O)c1ccccc1)OCC (stereo not given) | 3 | 0 | -15 | 18 | -8 | 7 | -5 | 0.2 | 1
COC(C)(C)[C@@H](O)COc1c2ccoc2cc2oc(=O)ccc12 | -3 | 5 | -7 | 0 | 0 | 6 | -1 | 2.0 | 1
COc1ccccc1CNC(=O)C1CC2Cn3c(nc4cc5ccccc5cc43)C2N1C (stereo not given) | 4 | 3 | -7 | -62 | -9 | 12 | -3 | -0.4 | -1
COc1ccc(/C=C2/C(=O)N(c3ccccc3)N=C2C)c(OC)c1 | -5 | 21 | 15 | 23 | 4 | 53* | 14 | -0.4 | 0
O=C(COC(=O)c1ccc(=O)[nH]c1)Nc1cccc(S(=O)(=O)N2CCOCC2)c1 | -6 | 1 | -9 | -2 | -2 | -1 | 0 | 3.4 | 0
COc1cc2c(cc1OC)C(c1cccc(OC)c1OC)CC(=O)N2 (stereo not given) | -3 | -6 | 23 | -9 | 1 | 7 | -6 | -0.4 | -3
Cc1cc(Cl)cc(Br)c1OCCNCC(C)O (stereo not given) | -1 | -9 | 7 | 8 | 0 | 6 | -3 | 0.9 | 0
